PLAP inhibition = PLAP enzyme inhibitors, biochemical, luminescence, HTS (AID 690) | Alkaline phosphatase, placental type (Homo sapiens) | purified PLAP, luminescent substrate; higher % means a stronger effect | one-dose inhibition, % at 20 µM; IC50 in µM for titrated hits | hit rate 0.08% among 96,000; in the data active = a potency from the dose series; inactive = the rest, 99 in 100 with inhibition below about 30%; note: strong numbers were not always called active
IL1B NFkB inh = inhibitors of IL-1B driven NFkB p65 nuclear import, primary screen, imaging, HUVEC, IL-1B stimulus, high-content imaging; HUVEC IL-1B NFkB p65 nuclear translocation imaging; inhibition, % at 2 µM; hit rate 0.43% among 94,000;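 active = inhibition above about 30% together with a positive call from visual inspection of the well image, limit read from the data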;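 note: nuclear over cytoplasmic p65 intensity ratio measured by imaging; 0% = IL-1B stimulated DMSO wells and 100% = unstimulated DMSO wells; values of inactives mirror those of a sister screen read the other way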
IL1B NFkB pot = enhancers of NFkB p65 translocation in HUVEC – imaging, IL-1B stimulus, high-content imaging, primary screen | AID 819, 2007 | activation, % at 2 µM | HUVEC IL-1B NFkB p65 nuclear translocation imaging | hit rate 0.3% among 94,000;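 active = activation above 40%, about the mean plus 3 SD, also judged a hit on visual image review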;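 note: percent activation is computed from the nuclear over cytoplasmic p65 intensity ratio; values of inactives mirror those of a sister screen read the other way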
Bcl-B displacement = displacers of TR3 peptide from Bcl-B, primary screen, selectivity assay for Bfl-1 inhibitor project, biochemical, fluorescence polarization. FP displacement of FITC-TR3 peptide from Bcl-B; higher % means a stronger effect. one-dose displacement, % at 20 µM; IC50 in µM for titrated hits. hit rate 0.11% among 96,000;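 active = displacement above 50% at 20 µM plus a fluorescence interference ratio under 1.5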;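 note: plate controls were wells without compound for no effect and wells lacking Bcl-B protein for full effect; a part of the inactive calls stands beside numbers as strong as those of hits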
MRP reversal = reversal of MRP1-mediated doxorubicin resistance, primary screen, H69AR cells, doxorubicin co-treatment; H69AR cells + 2 uM doxorubicin, CellTiter-Glo, 72 h; differential viability (reversal), % at 10 µM; hit rate 0.04% among 85,000; AID 602, 2007;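 active = viability drop by adding the cancer drug above about 55%, with treated viability meeting a 40% cutoff, limit read from the data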;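 note: viability without doxorubicin minus viability with 2 µM doxorubicin for each compound; larger differential means the compound sensitizes cells more to doxorubicin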
MRP reversal cytotoxicity = further read-out of MRP reversal, marked with its call; viability, %; H69AR cells, CellTiter-Glo, 72 h; measured here: cytotoxicity without doxorubicin
MRP reversal with doxorubicin = also measured in MRP reversal; calls as there; viability, %; measured here: viability with 2 uM doxorubicin; hits give low values
IL1B NFkB inh cell count 2 µM = recorded beside IL1B NFkB inh, whose call it bears; cell count; measured here: cells passing quality filter;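 raw number of nuclei counted in each imaged well without normalization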
IL1B NFkB pot cell count 2 µM = second read-out of IL1B NFkB pot, no call of its own (marks repeat the call); cell count; measured here: cells passing quality filter
* = called active by the depositor; x = not tested or not shown. Some of the compounds tested; count on the stated rates, not on these rows.

SMILES | PLAP inhibition | IL1B NFkB inh | IL1B NFkB inh cell count 2 µM | IL1B NFkB pot | IL1B NFkB pot cell count 2 µM | Bcl-B displacement | MRP reversal | MRP reversal cytotoxicity | MRP reversal with doxorubicin
COc1ccc(CNC(=O)CN(CC2CCCO2)C(=O)CNS(=O)(=O)c2ccc(F)cc2)cc1 (configuration not stated) | -49% | x | x | x | x | -5% | 11 | 96 | 85
Cc1ccc(NC(=O)c2ccc3c(c2)N(CC(=O)N2CCCCC2)C(=O)C(C)(C)O3)cc1 | -64% | -9 | 161 | 9 | 161 | -6% | -24 | 48 | 72
CC(=O)C1=C(O)C(=O)N(CCNCCO)C1c1ccccc1 (configuration not stated) | 8% | -7 | 154 | 7 | 154 | 2% | -5 | 97 | 102
ON1C(c2ccccc2)CC2(O)c3nonc3CCC12 (configuration not stated) | 4% | 4 | 161 | -4 | 161 | 10% | 22 | 103 | 80
Cn1c(/C(C#N)=C(\O)CN2CCN(Cc3ccccc3)CC2)nc2ccccc21 | -146% | 12 | 96 | -12 | 96 | 2% | -23 | 56 | 79
Cc1ccc2nc(SCC(=O)N3CCCC3)[nH]c2c1 | 4% | 1 | 191 | -1 | 191 | -11% | 26 | 94 | 69
O=C(/C=N\O)NCCCNCc1ccccc1 | 2% | x | x | x | x | 10% | -7 | 92 | 99
CN=c1sc2ccccc2n1CC(O)COCc1ccco1 (configuration not stated) | -24% | -7 | 60 | 7 | 60 | -3% | 5 | 84 | 79
c1ccc(NC2=NCCCCS2)cc1 | x | -15 | 179 | 15 | 179 | x | -11 | 92 | 103
COc1ccccc1/C=N/NC(=O)CC(=O)Nc1ccc(Cl)c(Cl)c1 | 0% | -11 | 191 | 11 | 191 | 7% | x | x | x

One compound at a time, as listed above. Order of screens: PLAP inhibition | IL1B NFkB inh | IL1B NFkB inh cell count 2 µM | IL1B NFkB pot | IL1B NFkB pot cell count 2 µM | Bcl-B displacement | MRP reversal | MRP reversal cytotoxicity | MRP reversal with doxorubicin
`ON1C(c2ccccc2)CC2(O)c3nonc3CCC12` (configuration not stated) is listed as 4% | 4 | 161 | -4 | 161 | 10% | 22 | 103 | 80
`COc1ccccc1/C=N/NC(=O)CC(=O)Nc1ccc(Cl)c(Cl)c1` is listed as 0% | -11 | 191 | 11 | 191 | 7% | x | x | x

(cont.)
SMILES | PLAP inhibition | IL1B NFkB inh | IL1B NFkB inh cell count 2 µM | IL1B NFkB pot | IL1B NFkB pot cell count 2 µM | Bcl-B displacement | MRP reversal | MRP reversal cytotoxicity | MRP reversal with doxorubicin
N#Cc1ncc(C(F)(F)F)cc1Sc1ccccc1N | 1% | -19 | 160 | 15 | 69 | -6% | 5 | 90 | 86
COc1ccccc1N1C(N)=NC(N)=NC1(C)C | 19% | 12 | 100 | -12 | 100 | -10% | 4 | 98 | 94
Cc1cc(=O)[nH]c(SCc2cc(=O)n3nc(C)sc3n2)n1 | -6% | -4 | 117 | 4 | 117 | 10% | -1 | 89 | 90
Cc1cccc(C(=O)N2CCN(C(=O)c3cccc(C)c3)C(C)C2)c1 (configuration not stated) | -34% | -9 | 150 | 9 | 150 | -5% | 14 | 102 | 88
COc1ccc(S(=O)(=O)N2CCC(C(=O)Nc3c(F)cccc3F)CC2)cc1 | 10% | x | x | x | x | 5% | x | x | x
Nc1ccc(-n2nncc2-c2ccc(Cl)cc2)cc1 | 15% | -2 | 204 | 2 | 204 | -2% | x | x | x
O=C(NCCO)c1ccc2c(c1)S(=O)(=O)c1ccccc1C2=O | 12% | 4 | 63 | -4 | 63 | -3% | 13 | 90 | 76
Cn1c2ccccc2c2cc(C(=O)N3CCOCC3)sc21 | -18% | -6 | 135 | 6 | 135 | 2% | x | x | x
CCc1nc(N[C@@H](Cc2c[nH]c3ccccc23)C(=O)O)c2oc3ccccc3c2n1 | -41% | x | x | x | x | -6% | -14 | 80 | 95
Cc1cc(OC(=O)c2ccc(Cl)cc2)cc(=O)n1C | -6% | 12 | 139 | -12 | 139 | 19% | x | x | x
O=C1c2ccccc2C(=O)N1CCSc1ccccc1 | 18% | -4 | 105 | 4 | 105 | 10% | 13 | 95 | 82
Cc1nn(-c2ccc(F)cc2F)c2c1-c1nc(N3CCCC3)ncc1CC2 | 8% | 8 | 107 | -8 | 107 | -7% | 0 | 77 | 77
COCCn1c(SCC(=O)N2CCCc3ccccc32)nc2cccnc21 | -24% | 2 | 125 | -2 | 125 | -2% | -13 | 19 | 32
Cc1cc(=O)[nH]c(SCc2nnc(-c3ccccc3)o2)n1 | -4% | -14 | 107 | 14 | 107 | -4% | 7 | 94 | 87
CC1(C)CCCC2=C1CC1C(=O)N(c3ccccc3)C(=O)C1C2 (configuration not stated) | -42% | 3 | 125 | -3 | 125 | 0% | 10 | 84 | 74
COc1ccc(C(O)c2nccn2C)cc1 (configuration not stated) | -2% | -23 | 183 | 23 | 183 | 14% | 6 | 99 | 93
O=C(NC(=S)N1CCN(c2c(Cl)cccc2[N+](=O)[O-])CC1)c1cccs1 | -31% | 2 | 123 | -2 | 123 | -2% | x | x | x
Cc1cccc(N2CCN(C(=O)NCc3ccc(Cl)cc3)CC2)c1 | x | -12 | 186 | 12 | 186 | x | -11 | 93 | 104
O=C(CNC(=O)c1ccco1)OCc1c(F)cccc1Cl | -4% | -7 | 117 | 7 | 117 | 7% | x | x | x
CCOC(=O)c1cc2cc(-c3c(C(=O)OCC)oc4cc(O)cc(O)c4c3=O)ccc2o1 | -47% | x | x | x | x | -3% | -12 | 17 | 29
CC1CN(C(=S)NC(=O)c2cccc([N+](=O)[O-])c2)CC(C)O1 (configuration not stated) | 4% | -22 | 117 | 22 | 117 | 3% | x | x | x
CC(C)(C)NC(=O)c1ccc2c(c1)N(CC(=O)N1CCN(c3ccc(F)cc3)CC1)C(=O)C(C)(C)O2 | -42% | 0 | 115 | 0 | 115 | -12% | 8 | 60 | 52
Cc1ccc2nc(NC(=O)c3cccs3)sc2c1 | 4% | x | x | x | x | -15% | -30 | 42 | 72
CCCCNC(=O)c1onc(CSc2ccc(F)c(F)c2)c1C(=O)O | -26% | 9 | 106 | -9 | 106 | -15% | x | x | x
N#C/C(=C/c1ccc(N2CCOCC2)o1)c1nc2ccccc2[nH]1 | x | 13 | 106 | -13 | 106 | x | -15 | 23 | 39
CC(=O)c1cccc(NC(=O)N2CCCC2C(=O)Nc2cccc(C)c2)c1 (configuration not stated) | 10% | -6 | 83 | 6 | 83 | -14% | 3 | 94 | 91
CC1CCCC(C)N1C(=O)COC(=O)c1ccc(O)cc1 (configuration not stated) | -22% | -13 | 41 | 13 | 41 | -11% | 1 | 100 | 99
S=C(Nc1ccc(Cl)cc1Cl)Nc1ccccc1Oc1ccccc1 | -22% | 9 | 148 | -9 | 148 | 16% | x | x | x
O=c1c2cc(N3CCOCC3)ccc2[nH]c(=S)n1CC1CCCO1 (configuration not stated) | -17% | x | x | x | x | 2% | 13 | 92 | 79
CC(=O)O[C@H]1CSC[C@H]1NC(=O)c1ccccc1 | 3% | 14 | 182 | -14 | 182 | 2% | -16 | 95 | 112
CC(C)c1nnc(NC(=O)CN(C)S(=O)(=O)c2ccc3c(c2)OCCO3)s1 | -12% | -1 | 76 | 1 | 76 | -3% | 0 | 91 | 91
CC1(C(=O)NC2CCCCCCC2)CCC(=O)N1Cc1cccs1 (configuration not stated) | -40% | -1 | 162 | 1 | 162 | 13% | 11 | 94 | 83
COc1ccc(NC(=O)CSc2nc(C)cc(C(F)(F)F)n2)cc1 | 26% | -16 | 183 | 16 | 183 | 0% | 6 | 92 | 86
Cc1ccc2cc(CN(Cc3nnnn3C3CCCCC3)CC3CCCO3)c(=O)[nH]c2c1 (configuration not stated) | -51% | -15 | 197 | 15 | 197 | -9% | -21 | 56 | 77
CCCn1c2c(c(O)c(C(=O)Nc3ncccc3O)c1=O)CCCC2 | -18% | 19 | 113 | -19 | 113 | -3% | -12 | 55 | 67
CCN(CC)CCNc1c2c(c(C#N)c3nc4ccccc4n13)CCCC2 | -88% | -1 | 112 | 1 | 112 | 16% | 0 | 33 | 33
COc1ccc2[nH]c(=O)c(CN(CCc3ccccc3)C(C)=O)cc2c1 | -8% | 11 | 168 | -11 | 168 | 2% | 18 | 99 | 81
COC(=O)c1ccc(Oc2coc3cc(OCc4cnn(-c5ccccc5)c4)ccc3c2=O)cc1 | 3% | -2 | 170 | 2 | 170 | -34% | x | x | x
CCOc1ccc(N2C(=O)CS/C2=N/NC(=O)COc2ccc3ccccc3c2)cc1 | -35% | -20 | 152 | 20 | 152 | 4% | x | x | x
CCN1C(=O)N(c2ccc(Cl)cc2)C(C)=CC1(C)C | 1% | 4 | 168 | -3 | 168 | -3% | 9 | 96 | 87
CC1CCCCN1Cc1cnc(Cl)s1 (configuration not stated) | 0% | -4 | 104 | 4 | 104 | -4% | x | x | x
CN(Cc1ccccc1)Cc1nc2c(c(=O)n(C)c(=O)n2C)n1Cc1ccccc1Cl | -46% | -37 | 77 | 37 | 77 | -4% | 20 | 83 | 64
CCCCS(=O)(=O)c1sc2nc(C)cc(C)c2c1N | -2% | -8 | 139 | 8 | 139 | -10% | -8 | 77 | 85
Cc1nc(-c2ccccn2)sc1C(=O)Nc1ccc(Cl)c(Cl)c1 | 11% | 1 | 144 | -1 | 144 | 4% | x | x | x
Cc1ccc2nc(NC(=O)C3CCCN(S(=O)(=O)c4cccc5nsnc45)C3)sc2c1 (configuration not stated) | -45% | 2 | 107 | -2 | 107 | -5% | -16 | 64 | 80
CN(C1CCCCC1)S(=O)(=O)c1ccc(NC(=O)c2ccco2)cc1 | 20% | -26 | 142 | 26 | 142 | -8% | -5 | 88 | 93
CCCc1nnc(NC(=O)CN2C(=O)c3ccccc3C2=O)s1 | -14% | 0 | 92 | 0 | 92 | 2% | -2 | 100 | 102
COc1ccc(NC(=O)Nc2c(C)n(-c3ccccc3)c(=O)n2C)cc1OC | -2% | -35 | 127 | 35 | 127 | -8% | 15 | 96 | 81

In the list so far, 8 have fluorine.
SMILES | PLAP inhibition | IL1B NFkB inh | IL1B NFkB inh cell count 2 µM | IL1B NFkB pot | IL1B NFkB pot cell count 2 µM | Bcl-B displacement | MRP reversal | MRP reversal cytotoxicity | MRP reversal with doxorubicin
COc1ccc(CNC(=O)CN(CC2CCCO2)C(=O)CNS(=O)(=O)c2ccc(F)cc2)cc1 (configuration not stated) | -49% | x | x | x | x | -5% | 11 | 96 | 85
N#Cc1ncc(C(F)(F)F)cc1Sc1ccccc1N | 1% | -19 | 160 | 15 | 69 | -6% | 5 | 90 | 86
COc1ccc(S(=O)(=O)N2CCC(C(=O)Nc3c(F)cccc3F)CC2)cc1 | 10% | x | x | x | x | 5% | x | x | x
Cc1nn(-c2ccc(F)cc2F)c2c1-c1nc(N3CCCC3)ncc1CC2 | 8% | 8 | 107 | -8 | 107 | -7% | 0 | 77 | 77
O=C(CNC(=O)c1ccco1)OCc1c(F)cccc1Cl | -4% | -7 | 117 | 7 | 117 | 7% | x | x | x
CC(C)(C)NC(=O)c1ccc2c(c1)N(CC(=O)N1CCN(c3ccc(F)cc3)CC1)C(=O)C(C)(C)O2 | -42% | 0 | 115 | 0 | 115 | -12% | 8 | 60 | 52
CCCCNC(=O)c1onc(CSc2ccc(F)c(F)c2)c1C(=O)O | -26% | 9 | 106 | -9 | 106 | -15% | x | x | x
COc1ccc(NC(=O)CSc2nc(C)cc(C(F)(F)F)n2)cc1 | 26% | -16 | 183 | 16 | 183 | 0% | 6 | 92 | 86

Assay outcomes from PubChem BioAssay.
